SR-BI DiI-HDL act = enhances SR-BI lipid uptake from DiI-HDL; CHO ldlA[mSR-BI] cells, DiI-HDL uptake fluorescence, 3 h; 100 = double the neutral-control signal; activation, % at 12.5 µM; 0.096% of 320,000 active; AID 504775;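 active = mean replicate activation of at least 60% and every replicate at or above 60%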;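 note: 0% = median plate neutral-control signal and 100% = twice that signal; values of inactives mirror those of a sister screen read the other way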
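system = CHO ldlA[mSR-BI] cells, LDL receptor-null, SR-BI overexpressing | medium = Ham's F12 with 0.5% BSA, HEPES 25 mM, pH 7.4 | probe or stimulus = DiI-HDL 10 µg/mL | compound dosing = single-point compound dose | incubation = compound exposure 3 h, 37 °C | technique = DiI fluorescence, bottom read | read-out = cell-associated DiI fluorescence as measure of HDL uptake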
PvdQ acylase = P. aeruginosa PvdQ acylase inhibition; inhibition, % at 10 µM; purified PvdQ acylase, fluorescence plate reader; 0.063% of 340,000 active; in the data active = inhibition above about 30%, passing the limit was not always enough;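 note: 0% = vehicle neutral wells and 100% = reference inhibitor wells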
RTF Ca sens act = cardiac RTF calcium sensitization. P19429+P45379. IANBD-labeled TnC RTF fluorescence at EC20 calcium; 0% EC20 calcium, 100% full calcium. activation, % at 7.2 µM. 0.24% of 340,000 active;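 active = activation above the mean over all tested compounds plus 3 SD, cut at about 30% in these data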;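 note: rise in fluorescence read as greater calcium sensitivity of cardiac thin filaments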
MITF TRPM1 HTS = increases MITF-driven TRPM1 promoter luciferase signal. 0.75% of 300,000 active. SK-MEL-5 TRPM1-promoter luciferase, 24 h; % of positive control, neutral wells = 0. activation, % at 12.5 µM;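 active = mean activation of at least 80% with every replicate also reaching 80%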;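 note: 0% = neutral control wells and 100% = parthenolide positive control wells; values of inactives mirror those of a sister screen read the other way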
Wnt bcat act = activators of Wnt/beta-catenin signaling; Wnt/beta-catenin reporter cell assay, activator, plate reader; activation, % at 9.35 µM; 1.2% of 300,000 active; in the data active = activation above about 30%, passing the limit was not always enough;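 note: 0% = neutral control wells and 100% = positive control wells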
Rtt109 Vps75 = C. albicans Rtt109 histone acetyltransferase inhibition | Q5AAJ8 | purified Rtt109/Vps75, ThioGlo CoA-SH fluorescence, 4 h | inhibition, % at 34.9 µM | 0.16% of 330,000 active | AID 540336;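 active = inhibition of at least 50% in every replicate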
dFosB act = mouse delta FosB homodimer activation | P13346 | purified delta FosB, TAMRA-CDK5 oligo fluorescence polarization; percent of positive-control signal above neutral wells | activation, % at 25 µM | 0.99% of 340,000 active;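 active = mean activation above about 17%, with every replicate also reaching it, limit read from the data, passing the limit was not always enough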;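 note: fluorescence polarization rise as delta FosB binds a TAMRA Cdk5 AP-1 oligo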
HTR5A ag ctr = HTR5A agonism, opioid heterodimer counter-screen. 0.61% of 340,000 active. P47898. HTR5A agonist assay, luminescence, cell-based. activation, % at 9.3 µM; in the data active = activation mostly above about 9.5%, no sharp cut-off; inactive = mostly below about 7.6%;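 note: 0% = cells with vehicle only and 100% = reference agonist; strong numbers were not always called active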
Target sequence (P47898 whole entry, looked up): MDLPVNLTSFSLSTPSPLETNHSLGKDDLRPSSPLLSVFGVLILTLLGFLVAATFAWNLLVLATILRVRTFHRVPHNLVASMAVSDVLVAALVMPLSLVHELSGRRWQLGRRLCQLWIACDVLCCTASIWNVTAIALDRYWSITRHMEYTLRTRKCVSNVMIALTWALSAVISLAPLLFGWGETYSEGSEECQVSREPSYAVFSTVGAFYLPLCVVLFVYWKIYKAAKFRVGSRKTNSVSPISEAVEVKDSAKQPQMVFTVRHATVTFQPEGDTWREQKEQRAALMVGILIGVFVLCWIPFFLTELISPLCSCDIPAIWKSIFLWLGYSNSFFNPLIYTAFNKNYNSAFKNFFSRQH
SR-BI HDL uptake = blocks mouse SR-BI lipid uptake from DiI-HDL | Q61009 | ldlA[mSR-BI] CHO cells, DiI-HDL uptake fluorescence, 3 h | inhibition, % at 12.5 µM | 0.96% of 320,000 active | AID 488896;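 active = mean replicate inhibition of at least 70% and a set share of replicates each scoring 70 or more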;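 note: 0% = median of neutral control wells and 100% = median of positive control wells; values of inactives mirror those of a sister screen read the other way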
Target sequence (Q61009 whole entry, looked up): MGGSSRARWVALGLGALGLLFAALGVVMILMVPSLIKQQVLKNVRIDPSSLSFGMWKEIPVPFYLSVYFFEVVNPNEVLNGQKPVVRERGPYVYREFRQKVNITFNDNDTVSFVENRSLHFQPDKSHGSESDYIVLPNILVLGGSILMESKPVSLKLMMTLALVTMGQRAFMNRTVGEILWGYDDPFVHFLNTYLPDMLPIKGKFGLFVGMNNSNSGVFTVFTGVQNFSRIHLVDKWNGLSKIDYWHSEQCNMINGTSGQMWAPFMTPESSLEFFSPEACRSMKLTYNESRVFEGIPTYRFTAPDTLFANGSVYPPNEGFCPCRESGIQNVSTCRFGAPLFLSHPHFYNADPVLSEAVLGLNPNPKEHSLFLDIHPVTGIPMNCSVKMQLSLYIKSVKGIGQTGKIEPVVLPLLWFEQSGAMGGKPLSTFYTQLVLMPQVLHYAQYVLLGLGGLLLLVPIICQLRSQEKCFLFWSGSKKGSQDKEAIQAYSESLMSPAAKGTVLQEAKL
CDK5 p35 inh = inhibitors of human CDK5/p35 kinase | Recombinant CDK5/p35, ADP-Glo luminescence, 60 min | AID 488839 | inhibition, % at 10 µM | 0.01% of 330,000 active;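 active = highest replicate inhibition of at least 50% and at least 75% of replicates reaching 50%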;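 note: plate controls were DMSO neutral control for no effect and GW8510 at 10 µM for full effect; many of its hits are not listed in these tables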
Active calls of the source: *; nt = not tested or not shown.

Compound	SR-BI DiI-HDL act	PvdQ acylase	RTF Ca sens act	MITF TRPM1 HTS	Wnt bcat act	Rtt109 Vps75	dFosB act	HTR5A ag ctr	SR-BI HDL uptake	CDK5 p35 inh
CC1CCCCN1S(=O)(=O)c1ccc(S(=O)(=O)N(Cc2ccccc2)Cc2ccco2)cc1 (stereo not drawn)	28.1	-9.1	3.8	-2.9	nt	-4.4	-4.2	-4.8	-28.1	2.4
C=C1C(=O)OC2C=C(CO)CCC=C(CO)CC(OC(=O)C(C)C)C12 (stereo not drawn)	17.1	-11.6	-4.7	-30.3	3.5	2.3	-9.0	0.0	-17.1	0.0
CC(=O)N1CCN(C(=O)Cn2c(=O)oc3ccccc32)CC1	17.7	-12.2	1.6	-0.7	nt	-2.0	4.2	-2.7	-17.7	1.3
Cc1ccc(C)c(OCCC(=O)OCC(=O)c2c(N)n(C)c(=O)n(C)c2=O)c1	-9.9	10.1	-3.1	-4.4	0.4	4.2	-5.6	2.2	9.9	0.3
COc1cc(C)c(CNC2CCCCC2)cc1C	-8.3	-3.2	2.0	-1.1	-1.0	-0.6	-5.4	-0.6	8.3	-0.5
Cc1ccc(S(=O)(=O)NC(C)C(=O)NC(C)c2cccs2)cc1 (stereo not drawn)	nt	-1.0	-2.2	-8.9	0.9	-7.8	-4.2	-5.1	nt	0.7
CCOC(=O)C1CCN(C(=O)c2ccc(N(C)S(C)(=O)=O)cc2)CC1	-17.2	-3.9	-0.5	3.3	nt	0.1	5.9	-1.1	17.2	1.9
CSc1nnnn1-c1cccc(O)c1	24.2	7.4	0.0	nt	-3.2	15.5	-9.9	-1.8	-24.2	0.9
CCCCOc1ccc(Cc2c(COCC)[nH]c(=S)[nH]c2=O)cc1	-5.2	-3.1	5.3	-2.8	-2.3	12.6	-1.4	-0.7	5.2	1.6
CN(CC(=O)Nc1ccc(N2CCOCC2)cc1)C(=O)CCNC(=O)c1ccccc1Cl	-3.7	-3.7	-0.7	4.2	0.6	-4.4	4.8	3.3	3.7	-1.0
CC(=O)Nc1ccc(S(=O)(=O)CCC#N)cc1	31.3	8.0	-4.6	-10.3	-1.9	-0.5	3.6	7.0	-31.3	-1.2
Cc1cc(-c2ccc(N3CCOCC3)cc2)nc2ccccc12	-56.4	-14.9	6.2	34.9	nt	-4.6	-4.8	1.5	56.4	-0.2
NS(=O)(=O)c1ccc(CCNC(=O)CSc2ccc(Cl)cc2Cl)cc1	nt	-17.6	1.4	-3.0	-0.8	3.2	-6.3	-3.4	nt	-0.5
O=C(Nc1ccc(F)c(F)c1)c1cccnc1	18.6	-7.4	1.8	22.5	nt	3.1	-5.0	1.5	-18.6	0.3
CC(Nc1ccc2c(c1)OCCO2)C(=O)N1CCc2ccccc21 (stereo not drawn)	11.2	-3.8	-3.5	29.1	1.7	7.9	0.6	-0.8	-11.2	-9.2
C/C=C(/C)C(=O)O[C@@H]1Cc2c(ccc3ccc(=O)oc23)OC1(C)C	-32.5	-6.5	-1.5	-0.8	-0.6	-0.4	-3.9	4.9	32.5	0.9
CN(Cc1cn(C)nc1-c1cccc(Cl)c1)CC1CCCCO1 (stereo not drawn)	25.1	-11.7	-0.7	-1.8	-8.1	0.7	-5.1	1.8	-25.1	-0.5
Cc1ccc(NC2CCCN(C(=O)c3ccoc3)C2)cc1C (stereo not drawn)	-8.5	8.4	-4.8	-3.6	0.8	19.6	3.2	-0.4	8.5	-1.6
COc1ccc(C(=O)COC(=O)CCn2nnc(-c3cccs3)n2)cc1	3.6	8.8	-0.3	nt	nt	nt	5.1	2.9	-3.6	0.4
CC(=O)NC(C(=O)N1CCC(c2nc3ccccc3s2)CC1)C(C)C (stereo not drawn)	11.8	-13.2	1.1	-2.4	1.9	2.0	-7.5	-0.6	-11.8	-1.3
CCC(=O)NC(=S)Nc1ccc(NC(=O)CC)cc1	4.2	6.2	4.8	6.5	1.2	6.7	-4.7	-3.3	-4.2	1.3
COC(=O)c1nc(NC(=O)c2ccc(C(C)(C)C)cc2)n[nH]1	2.6	4.7	-2.3	-0.6	0.4	nt	-10.8	5.9	-2.6	0.3
O=C(COc1ccccc1)NCC1(N2CCCCC2)CCCCC1	21.8	-3.0	8.5	-13.5	-1.5	-0.9	-1.6	-0.6	-21.8	-8.6
CCOC(=O)C(=O)Nc1sc(C(=O)N2CCOCC2)c(C)c1C#N	7.8	12.9	-0.3	4.2	-0.2	-4.2	2.7	5.7	-7.8	0.8
CNC(=O)c1cc2cc(OC)ccc2n1CCN(Cc1ccccc1)Cc1ccccc1	14.9	-16.2	1.8	-1.8	nt	-3.2	-4.1	4.4	-14.9	0.4
Cc1ccc2c(c1)C1(OCCCO1)C(=O)N2	-14.6	-11.7	10.3	1.8	-0.3	1.6	-0.1	5.0	14.6	-4.9
CCCCCSc1nc2c(cnn2-c2ccccc2)c(=O)[nH]1	-5.2	-2.7	2.1	-8.7	nt	-1.0	15.2	1.0	5.2	-1.7
Cc1ccc(-n2ncc(C(=O)N3CCN(C(=O)c4ccco4)CC3)c2C2CCN(C(=O)OC(C)(C)C)CC2)cc1C	27.1	3.2	-5.7	-1.6	5.8	-3.3	-6.9	1.2	-27.1	-1.4
Cc1ccccc1-n1ncc2c1CC(C)(C)CC2NC(=O)CCC(F)(F)F (stereo not drawn)	14.0	-12.7	1.1	nt	-2.1	-1.4	-4.4	2.6	-14.0	-1.0
O=C(NCCc1ccco1)C(=O)NCC1OCCCN1S(=O)(=O)c1ccc(F)cc1 (stereo not drawn)	1.9	8.2	1.0	11.1	-0.4	4.2	-7.6	0.4	-1.9	1.0
O=C(NCCCN1CCOCC1)c1cc(-c2cccs2)on1	4.1	7.7	-0.9	-29.4	16.9	2.7	-4.9	2.6	-4.1	-2.9
COC(=O)[C@H](CO)NS(=O)(=O)c1ccc(C)cc1	-5.4	-12.9	-0.8	4.2	3.2	-0.6	2.9	-0.8	5.4	-2.9
COc1ccc2c(-c3ccccc3)cc(SCC(=O)N(C)C)nc2c1	-39.0	-7.5	2.9	-4.4	16.8	13.5	-21.9	3.5	39.0	1.1
Cc1ccc(N=C2C(=S)N(c3ccc(C)cc3)C(=N)N2/N=C/c2ccc(Cl)cc2)cc1	-65.1	-12.0	2.8	nt	nt	10.9	-0.5	-3.8	65.1	-1.5
N#CC1(NC(=O)CSc2nnc(Cc3ccccc3)o2)CCCCC1	-1.7	6.1	-2.0	-3.9	-1.3	-5.5	-3.9	3.5	1.7	-0.9
CN1CCN(S(=O)(=O)c2ccc(NC(=S)NC(=O)c3ccc(Cl)cc3)cc2)CC1	-47.1	-3.8	-2.5	3.8	nt	0.5	-5.3	-5.5	47.1	0.5
Cc1ccsc1/C=N/NC(=O)c1nnn(-c2nonc2N)c1CN(C)c1ccccc1	-7.2	-9.5	11.2	7.1	-3.2	0.2	-10.1	2.9	7.2	-1.8
S=C1SCN(Cc2ccccc2)CN1Cc1ccccc1	-13.5	-14.8	0.8	-2.2	-0.9	1.2	-17.3	-2.0	13.5	0.8
COc1ccc(CN(CCC#N)CCC2(c3ccccc3)CC(C)N(C)CC2C)cc1OC (stereo not drawn)	37.0	5.2	-1.2	nt	-1.3	17.0	8.1	-3.6	-37.0	1.6
COCCn1cnnc1SCC(=O)Nc1cccc(S(=O)(=O)N2CCCCCC2)c1	0.9	-12.2	-1.6	-4.5	-0.3	0.2	-7.0	3.3	-0.9	-0.7
CC1CCC2(CC1)NC(=O)N(NC(=O)CSc1nnc(NC3CC3)s1)C2=O (stereo not drawn)	21.9	-10.2	3.3	5.8	17.0	1.7	0.8	-0.7	-21.9	0.9
O=C(/C=C/c1ccco1)c1cccnc1	2.4	-10.6	-1.7	-5.9	0.0	0.8	-1.2	-3.0	-2.4	0.6
COc1ccccc1S(=O)(=O)Nc1cc(C)nn1-c1ccc(C)cc1	-5.3	-10.3	-5.8	-16.4	3.1	-3.6	-2.0	5.4	5.3	-0.1
N#Cc1c(SCC(=O)N2CCCCC2)nsc1SCC(=O)N1CCCCC1	1.2	-9.9	8.7	-7.5	-2.7	-5.4	-4.7	-3.3	-1.2	0.3
COCc1cc(C)nc(N/N=C/c2ccc(-c3ccc(Cl)cc3[N+](=O)[O-])o2)c1C#N	7.0	8.5	2.3	-6.6	9.6	0.6	-5.6	0.0	-7.0	-3.0
Cc1ccc(NC(=O)c2ccc(COc3ccc4c(c3)CCC4)cc2)c(C)c1	-36.5	-17.3	4.4	-20.0	nt	0.5	-3.3	1.6	36.5	-1.3
O=C(NCC(c1ccco1)N1CCOCC1)c1ccc(Cl)cc1 (stereo not drawn)	34.7	-8.7	-6.2	5.7	-0.4	0.6	12.3	0.7	-34.7	-0.8
O=C(NNC(=O)C1CC1)c1cc2cc3ccccc3nc2s1	-7.5	-3.3	-10.4	9.7	-4.0	-1.2	-19.8	2.7	7.5	0.0
CC(C)c1ccccc1NC(=O)COC(=O)c1cc(=O)[nH]c(=O)[nH]1	6.3	-9.7	2.3	-11.1	2.9	2.8	-2.0	-4.6	-6.3	-0.5
COc1ccc2[nH]c(C(=O)NCCN3CCOCC3)cc2c1	8.0	0.8	4.2	-24.0	5.2	6.5	-5.5	-1.1	-8.0	-1.5

New compounds follow
Compound	SR-BI DiI-HDL act	PvdQ acylase	RTF Ca sens act	MITF TRPM1 HTS	Wnt bcat act	Rtt109 Vps75	dFosB act	HTR5A ag ctr	SR-BI HDL uptake	CDK5 p35 inh
Cn1c(C(=O)N[C@@H](C(=O)O)c2ccccc2)cc2cc(Cl)ccc21	7.3	2.6	1.7	-10.8	1.7	3.1	-2.2	-2.2	-7.3	-0.8
O=C(O)CN1C(=O)c2cccc(Oc3ccc(Cl)cc3)c2C1=O	-0.4	3.2	11.4	nt	0.8	5.2	-1.0	-1.5	0.4	-1.2
CC(=O)N1N=C(c2ccccc2)CC1c1cn(Cc2ccccc2)c2ccccc12 (stereo not drawn)	1.6	-7.7	-0.1	-18.7	-2.3	-0.9	-5.8	-4.0	-1.6	2.0
O=C(O)c1ccc(/C=C2\CCCc3c2nc2ccccc2c3C(=O)O)cc1	nt	-7.2	-1.0	-7.5	-0.4	-2.2	-3.5	-2.3	nt	-2.3
Cc1cccc(NC(=O)/C(=C\c2ccc([N+](=O)[O-])o2)NC(=O)c2ccc(Cl)cc2)c1	-48.3	5.5	-2.4	-2.4	3.8	29.3	5.0	-0.5	48.3	-2.4
CSc1ccccc1C(=O)NCc1ccc(F)cc1	19.5	7.8	0.0	4.3	3.5	nt	-5.1	-0.6	-19.5	0.5
N#Cc1nc(-c2ccco2)oc1NCc1ccc(F)cc1	-8.6	-7.1	1.1	8.3	nt	2.1	-5.5	-2.0	8.6	1.4
O=C(NCCc1ccccc1)C(c1ccccc1F)N(C(=O)c1csnn1)C1CC1 (stereo not drawn)	8.5	-9.5	-3.8	-5.8	-3.2	-2.7	-2.9	-1.0	-8.5	0.4

From PubChem

Hits appear at their usual frequency; about 4.4% have a hit in one of these screens.
